CYP2C9 inhib – inhibitors of human CYP2C9. hit rate 20% among 96,000. P11712. inhibition, % at 5 µM. AID 777. CYP2C9 Supersomes, luciferin-H conversion, luminescence;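 active = blocking of liver enzyme CYP2C9 beyond about 50% at 5 µM, limit read from the data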; note: values of inactives mirror those of a sister screen read the other way
CYP2C9 act – activators of human CYP2C9; activation factor at 5 µM; hit rate 1.4% among 96,000; recombinant CYP2C9, luciferin-H conversion, luminescence; active compounds read high; factor 1 = untreated enzyme, 0 = blocked; AID 1024;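 active = activation factor of 2 or more for CYP2C9 at a 5 µM dose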;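 note: 0 = sulfaphenazole-blocked wells and 1 = vehicle-only wells; values of inactives mirror those of a sister screen read the other way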
PLAP act – human PLAP activation; hit rate 1.2% among 96,000; activation fold at 20 µM; AID 696; purified PLAP enzyme, luminescent substrate read-out; active compounds read high; in the data active = activation fold above about 2
CYP2C19 act – cytochrome P450 2C19 (human) activation; P33261; recombinant CYP2C19, luciferin-H EGE luminescence; active compounds read high; 0 = fully inhibited enzyme, 1 = untreated enzyme; activation factor at 5 µM; AID 1025; 96,000 tested, under 10 active;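 active = activation factor of at least 2 at 5 µM in the primary screen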;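 note: 0 = wells with 2.5 mM tranylcypromine and 1 = vehicle-only wells; values of inactives mirror those of a sister screen read the other way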
MT1-MMP txn act – MT1-MMP promoter transcription activation. HT1080 MT1-MMP promoter luciferase reporter, luminescence, overnight; active compounds read high. hit rate 0.16% among 86,000. AID 750. activation factor at 10 µM;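 active = activation factor of at least 2 for MT1-MMP transcription at 10 µM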
Mac1 fbg inh – blocks human CD11b/CD18 adhesion to fibrinogen; K562 CD11b/CD18 adhesion to fibrinogen, ATPlite luminescence; Mn2+ added to activate the integrin; inhibition, % at 10 µM; hit rate 0.54% among 93,000; AID 1497;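 active = primary inhibition of 50% or more at 10 µM, then 40% or more on retest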; note: some results filed as inactive read as strong as hits
Mac1 fbg enh – increases human CD11b/CD18 adhesion to fibrinogen; K562 CD11b/CD18 adhesion to fibrinogen, ATPlite luminescence; activation, % at 10 µM; hit rate 0.07% among 93,000;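 active = 10 µM primary screen giving 50% or more activity, confirmed by 40% or more on retest at that dose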; note: strong numbers were not always called active; reference of the scale not given here
CYP2C19 inhib – blocks human cytochrome P450 2C19 | P33261 | CYP2C19 Supersomes, luciferin-H EGE luminescence, 30 min | inhibition, % at 5 µM | hit rate 21% among 96,000;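 active = CYP2C19 inhibition above a set limit at 5 µM in the primary screen, cut at about 50% in these data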;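 note: plate controls were negative control wells for no effect and 2.5 mM tranylcypromine positive control for full effect; values of inactives mirror those of a sister screen read the other way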
Pyk2 oligo antag – blocks oligomerization of human Pyk2 in cells | Q293 cells, Pyk2 FERM NanoBiT luminescence; active compounds read low | z-score (the deposit names both 25 µM and 10 µM) | hit rate 0.83% among 99,000;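 active = Z-score of -3 or lower, scaled per plate to the spread of control and sample wells; inactive = z-score above -3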;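 note: negative z-score means lost luminescence so less FERM oligomerization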
Target sequence (Q14289 whole entry, looked up): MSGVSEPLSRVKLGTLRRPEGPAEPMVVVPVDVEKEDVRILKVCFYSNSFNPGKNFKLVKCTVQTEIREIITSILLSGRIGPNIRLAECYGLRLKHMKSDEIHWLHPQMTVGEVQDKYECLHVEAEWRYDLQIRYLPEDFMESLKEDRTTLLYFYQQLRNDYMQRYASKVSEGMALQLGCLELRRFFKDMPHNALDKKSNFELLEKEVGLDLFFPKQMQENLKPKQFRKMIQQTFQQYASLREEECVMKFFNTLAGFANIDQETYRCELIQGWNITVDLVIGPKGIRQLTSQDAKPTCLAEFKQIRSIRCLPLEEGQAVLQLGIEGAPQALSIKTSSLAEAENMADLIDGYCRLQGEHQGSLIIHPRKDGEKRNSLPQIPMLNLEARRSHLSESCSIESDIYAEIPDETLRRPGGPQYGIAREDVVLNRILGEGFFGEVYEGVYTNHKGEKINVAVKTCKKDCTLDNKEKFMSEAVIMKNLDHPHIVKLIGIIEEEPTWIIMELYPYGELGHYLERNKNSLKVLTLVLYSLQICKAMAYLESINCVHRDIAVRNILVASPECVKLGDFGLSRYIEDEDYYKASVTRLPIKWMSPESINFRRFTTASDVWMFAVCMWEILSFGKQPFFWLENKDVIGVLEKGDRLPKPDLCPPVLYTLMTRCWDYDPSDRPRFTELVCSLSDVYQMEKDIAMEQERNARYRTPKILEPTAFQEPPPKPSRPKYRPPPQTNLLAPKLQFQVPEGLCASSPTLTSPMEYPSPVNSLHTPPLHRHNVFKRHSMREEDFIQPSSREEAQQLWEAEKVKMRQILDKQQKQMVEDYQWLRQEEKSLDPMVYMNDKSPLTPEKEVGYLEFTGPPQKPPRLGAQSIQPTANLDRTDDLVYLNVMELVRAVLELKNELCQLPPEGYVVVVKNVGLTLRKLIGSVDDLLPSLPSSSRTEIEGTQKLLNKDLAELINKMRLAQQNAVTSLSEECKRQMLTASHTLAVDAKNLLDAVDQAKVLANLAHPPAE
Starred values were filed as active, the others as inactive; x = not tested or not shown.

SMILES	CYP2C9 inhib	CYP2C9 act	PLAP act	CYP2C19 act	MT1-MMP txn act	Mac1 fbg inh	Mac1 fbg enh	CYP2C19 inhib	Pyk2 oligo antag
CNC(=O)NC(=O)CSc1nnc(C(F)(F)F)n1C	-11	1.1	0.9	1.1	x	7	-3	-5	2.6
CCOc1ccccc1N1CCN(C(=O)c2ccccc2)CC1	-6	1.1	1.3	0.8	1	8	7	23	0.31
COc1ccc2[nH]c3nc(SCC(=O)Nc4ccc5c(c4)OCO5)nnc3c2c1	70*	0.3	1.5	0.8	x	7	19	23	1.1
C=CCn1c(=S)[nH]c2nc3c(cc2c1=O)COC(C)(C)C3	31	0.7	0.8	0.6	1.2	x	x	42	0.06
Cc1c(C(=O)NCc2cccnc2)oc2ccc(S(=O)(=O)N3CCCCCC3)cc12	51*	0.5	1.6	0.8	1.1	8	1	21	-0.63
CCc1nc2oc3ccccc3c(=O)c2c(=O)n1Cc1ccccc1	4	1	0.6	1	1	-11	-1	3	-0.95
O=[N+]([O-])c1ccc(CSc2nc3ccccc3o2)cc1	21	0.8	1	0.8	x	6	-2	16	0.36
Cc1sc2ncnc(NCC(c3ccco3)N3CCCC3)c2c1C (centres undefined)	48	0.5	1.5	0.7	1.1	-4	-2	28	0.44
Cc1cccc(C)c1NC(=O)c1c(-c2ccccc2)noc1C	10	0.9	0.9	0.6	1.1	-4	2	43	0.9
O=C(O)C1CSC(c2ccncc2)N1 (centres undefined)	73*	0.3	1	0.4	1.2	3	0	59*	1.3
O=C(CCCCCN1C(=O)CCC1=O)Nc1ccc(Cl)c(C(F)(F)F)c1	30	0.7	1.5	0.3	1	5	-2	69*	0.13
O=C(CSc1nc2c([nH]c3ccccc32)c(=O)n1-c1ccc(F)cc1)NCc1ccco1	15	0.9	1.1	1	x	-12	-4	3	x
CCOc1ccc2nc(NC(=O)COC)sc2c1	-3	1	1	0.9	0.9	-1	-6	12	0.51
Cc1cc(-c2ccc(N3C(=O)CCC3=O)c(C)c2)ccc1N1C(=O)CCC1=O	-17	1.2	0.8	0.9	1.1	-16	-2	7	0.42
O=C(CCSc1nnc(-c2ccncc2)o1)Nc1ccc(F)cc1	57*	0.4	0.9	0.1	1	27	1	85*	0.82
O=C(Nc1cccc(C(F)(F)F)c1)c1cnc2n(c1=O)CCS2	-53	1.5	0.8	1	1	4	2	-1	x
CC1(C)Cc2c(C#N)c(N3CCN(C(=O)c4ccco4)CC3)nc(Cc3ccccc3)c2CO1	95*	0	1.3	0.3	1.1	7	-2	73*	-1.8
Cc1ccc(-n2nc3ccc(NC(=O)c4ccc5c(c4)OCO5)cc3n2)cc1	17	0.8	1.1	0.9	1.1	-5	139*	6	0.35
O=c1cc(CN2CCN(c3ccccc3)CC2)c2c(ccc3ccccc32)o1	-17	1.2	1.4	0.7	1.3	5	-2	27	-0.75
c1ccc2[nH]c(N3CCOCC3)nc2c1	-24	1.2	0.8	1.2	1.2	-2	-1	-16	0.27

Already shown: entries from further up.
SMILES	CYP2C9 inhib	CYP2C9 act	PLAP act	CYP2C19 act	MT1-MMP txn act	Mac1 fbg inh	Mac1 fbg enh	CYP2C19 inhib	Pyk2 oligo antag
O=C(CSc1nc2c([nH]c3ccccc32)c(=O)n1-c1ccc(F)cc1)NCc1ccco1	15	0.9	1.1	1	x	-12	-4	3	x
CCOc1ccc2nc(NC(=O)COC)sc2c1	-3	1	1	0.9	0.9	-1	-6	12	0.51
Cc1cc(-c2ccc(N3C(=O)CCC3=O)c(C)c2)ccc1N1C(=O)CCC1=O	-17	1.2	0.8	0.9	1.1	-16	-2	7	0.42
O=C(CCSc1nnc(-c2ccncc2)o1)Nc1ccc(F)cc1	57*	0.4	0.9	0.1	1	27	1	85*	0.82
O=C(Nc1cccc(C(F)(F)F)c1)c1cnc2n(c1=O)CCS2	-53	1.5	0.8	1	1	4	2	-1	x

Continued.
SMILES	CYP2C9 inhib	CYP2C9 act	PLAP act	CYP2C19 act	MT1-MMP txn act	Mac1 fbg inh	Mac1 fbg enh	CYP2C19 inhib	Pyk2 oligo antag
Cc1ccc(-n2nnnc2-c2cnc3ccc(Cl)cc3c2-c2ccccc2)cc1	40	0.6	0.9	0.7	x	x	x	27	-0.77
COCCCN1C(=O)c2ccc(C(=O)Nc3ccc(OC)cc3)cc2C1=O	13	0.9	1	0.9	1	-10	-3	10	0.8
O=C(O)C1CC(=O)N(c2ccc(OCc3c(F)cccc3Cl)cc2)C1 (centres undefined)	7	0.9	1.4	1	1.1	-15	-1	-2	0.27
O=S(=O)(NCc1ccco1)c1cccc(S(=O)(=O)N2CCOCC2)c1	-5	1.1	1	0.5	1.2	-15	-2	50*	-1.1
CC1CCCCC1NC(=O)C1CCN(C(=O)NC2CCCCC2)CC1 (centres undefined)	4	1	1.1	1	1.2	x	x	-4	0.14
COC(=O)c1ccccc1NC(=O)CSc1nc(N)cc(N)n1	6	0.9	1	0.7	1.1	4	-3	34	x
CCCc1cc(=O)[nH]c(SCC(=O)c2c(N)n(C)c(=O)n(C)c2=O)n1	-8	1.1	1	1.1	0.9	-7	-4	-5	1.8
O=C(COC(=O)CCC(=O)c1cccs1)Nc1ccc(S(=O)(=O)N2CCOCC2)cc1	89*	0.1	1.5	0.8	1.1	2	0	21	0.55
O=C(c1coc(=O)c2ccccc12)N1CCN(Cc2ccccc2)CC1	-30	1.3	1.2	0.4	0.9	x	x	55*	-0.29
CC(CCCC(C)(C)O)NCCO (centres undefined)	4	1	1	1	1.1	-6	-8	2	0.95
COc1ncnc2c1NC1=C(S2)C(=NCCC(=O)O)CC(C)(C)C1	7	0.9	1.1	0.9	1	5	-3	10	1.2
Cn1c(=O)c(C(=O)NCCO)c(O)c2ccccc21	12	0.9	1	0.7	x	-16	-1	34	-0.51
Cc1noc(C)c1CSCC(=O)N1CCN(c2ccc(F)cc2)CC1	46	0.5	1.6	0.4	1.3	22	0	63*	1.6
CCCOc1ccc(-c2nnn(CC(=O)Nc3cccc(C(=O)OC)c3)n2)cc1	92*	0.1	0.9	0.7	1	4	25	33	0.55
CC(C)CCNC(=O)CN(CCCN1CCOCC1)C(=O)Cn1nnc(-c2ccc(F)cc2)n1	52*	0.5	1.5	0.6	1.2	-7	2	39	1.8
O=C1C=C(c2ccccc2)C(O)(c2ccccc2)C1 (centres undefined)	10	0.9	0.9	0.8	1.1	-11	2	22	-0.19
Cc1sc2nc(CSc3nc4ccccc4c(=O)n3CCCN3CCOCC3)[nH]c(=O)c2c1C	70*	0.3	1.6	0.3	1	-3	52	71*	-0.29
Cc1cc(=O)n2[nH]c(C)c(-c3ccc(Cl)cc3)c2n1	0	1	1	1	1	-32	4	2	-0.11
O=C(O)/C(=C1/OC(=O)c2ccccc21)c1ccccc1	-3	1	0.7	1	1.1	1	-3	-4	-0.23
CC(C)(C)c1ccc(C(=O)N/C(N)=N/c2nc3ccccc3o2)cc1	25	0.8	1.1	0.8	1.3	16	-2	16	0.06

Quoted from the listing:
Result for O=S(=O)(NCc1ccco1)c1cccc(S(=O)(=O)N2CCOCC2)c1 in CYP2C19 act: 0.5
Result for CCOc1ccc2nc(NC(=O)COC)sc2c1 in PLAP act: 1

(next part)
SMILES	CYP2C9 inhib	CYP2C9 act	PLAP act	CYP2C19 act	MT1-MMP txn act	Mac1 fbg inh	Mac1 fbg enh	CYP2C19 inhib	Pyk2 oligo antag
CCCCOC(=O)n1c(=O)oc2cc(S(=O)(=O)N3CCCCC3)ccc21	21	0.8	1.3	1	1.1	-17	3	0	-3.1*
CCOC(=O)c1c(C)c(C(=O)NCc2cccs2)c(C)n1CC	-11	1.1	1.1	0.8	0.8	20	-3	21	-0.41
COc1ccccc1N1CCN(S(=O)(=O)Cc2ccccc2Cl)CC1	-331	4.3*	1	0.3	1.2	1	0	73*	-0.43
O=c1c2ccccc2nc2n1CCCS2	13	0.9	1	0.9	1.3	0	1	6	-0.01
Cc1ncc(CO)c2c1OC(C)(C)OC2	-10	1.1	0.8	1.1	1.1	-5	0	-12	0.79
CCCCCCCCN1C(=O)N(C)C(N(O)C(=O)NC)C1(C)C (centres undefined)	2	1	1.4	0.6	1.1	-4	0	44	-0.05
NC(=O)c1ccc(C(F)(F)F)n(Cc2c(Cl)cccc2Cl)c1=O	20	0.8	1	0.7	x	-4	16	28	-2.3
Cc1[nH]n(-c2ccccc2)c(=O)c1N=Nc1nccs1	58*	0.4	0.7	0.9	x	56*	1	7	-2
CCCC(=O)Nn1cnc2c(c1=O)C1(CCCCC1)Cc1ccccc1-2	64*	0.4	1.2	0.5	x	22	5	50*	-1
O=c1[nH]c2ccc(Cl)cc2c(=O)n1Cc1ccco1	-5	1	0.9	0.9	0.9	-13	0	6	-0.26
COc1ccc2cc(CN(CCc3ccccc3)Cc3nnnn3CC3CCCO3)c(=O)[nH]c2c1 (centres undefined)	63*	0.4	1.5	0.6	1.1	9	4	44	-0.48
CC1CCCCN1CCCNC(=O)c1ccc2c(=O)n(CCc3ccccc3)c(=O)[nH]c2c1 (centres undefined)	79*	0.2	1.3	0.1	1	-2	-2	87*	0.14
O=C(Nc1ccc(-c2nc3ccccc3o2)cc1)c1ccc2c(c1)OCO2	15	0.9	1	0.9	1.1	5	51	7	2.1
Nc1nc(N2C(=O)C3CC=CCC3C2=O)nn1-c1ccccc1 (centres undefined)	-6	1.1	1	0.6	1.2	x	x	40	-0.95
c1csc(-c2cnc3ccccc3n2)c1	2	1	0.8	1	1.1	-2	0	5	-0.07
CC(=NCc1ccco1)C1=C(O)c2ccccc2C1=O	79*	0.2	0.9	0.2	1.3	5	-3	82*	0.52
Cc1csc(NC(=O)C2CCCN(S(=O)(=O)c3cnc[nH]3)C2)n1 (centres undefined)	13	0.9	1.1	1	1.1	-4	2	0	x
CCC(C)NC(=O)c1cc(Cl)ccc1OC (centres undefined)	-166	2.7*	1.1	0.8	1.1	-1	2	22	0.87
CCCCOC(=O)CSc1nc2c(cc1C#N)C(=O)CC(C)(C)C2	64*	0.4	1	0.5	1.4	-30	-1	49	0.37
CC1(C)CC(=O)C(C=NCC2CCN(C(=O)Nc3ccc(Cl)c(Cl)c3)CC2)=C(O)C1	-2	1	0.9	1.1	1.2	1	-6	-7	0.64
COc1ccccc1C1=Nn2c(nnc2C2CCCCC2)SC1	33	0.7	1.4	0.6	0.9	-5	0	39	-0.83
Cc1ccc2cc(CN(CCN3CCOCC3)C(=O)NCc3ccccc3)c(=O)[nH]c2c1C	34	0.7	1.6	0.5	1.2	0	6	50	2
Cc1nn(C(C)C(=O)NNC(=S)Nc2ccc(F)cc2)c(C)c1[N+](=O)[O-] (centres undefined)	55*	0.4	x	0.9	x	-4	0	8	0.3
CCCn1nnnc1SCC(=O)N1CCCC1	-5	1.1	1	1	1.2	-23	1	2	0.16
CCOc1ccccc1C1NC(=O)NC(C)=C1C(=O)OC1CCCC1C (centres undefined)	1	1	1	1	1	-21	12	0	-1.3
CN(C)c1ccc(C2NCCS2)cc1 (centres undefined)	7	0.9	0.8	0.8	x	-21	-2	17	-0.28
COC(=O)c1cc(=O)n(C2CC2)c(=NC2CC2)s1	-4	1	0.9	1	1.1	-7	-3	4	0.51
Cc1ccc(C)c(CSc2nnc(-c3ccccn3)n2N)c1	-9	1.1	1	0.6	1.1	-1	-1	37	1.1
CCOC(=O)c1c(NC(=S)Nc2ccc(F)cc2)sc2c1CCC2	-10	1.1	0.9	1	x	-42	-3	0	0.47

Source: PubChem (Sanford-Burnham Center for Chemical Genomics)
